From PubChem BioAssay
GFP derepression: derepresses silenced GFP locus in mouse C127i cells. mouse C127i GFP locus derepression, cytometry, 30 h. Potency, µM (top dose mostly 46.1 µM), for the others: at the highest dose GFP derepression (activation). hit rate 0.09% among 68,000. AID 597; also: % of control where 0% means no effect
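Derepression screen: silenced CMV-GFP reporter in murine C127i cells, 30 h compound incubation at 37 C, washed cells imaged by laser-scanning cytometer to enumerate GFP-expressing objects of 20 to 120 um.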
Hsp90 Hop PPI: changes Hsp90-Hop TPR2A binding signal, up or down | AlphaScreen TPR2A-His6 binding biotin-Hsp90 C-terminal peptide | Potency, µM (series often up to 57 µM), inactives show at the highest dose activity change, negative = inhibition | hit rate 0.44% among 71,000; active = well fitted curve in either direction with a large enough effect; inconclusive = small, poorly fitted or top-dose-only effect, or another doubt; also: potency is read from the fitted curve at half-maximal effect; % is scaled to controls: 0 for no effect and ±100 for the full control effect; many of its hits are not listed in these tables
HADH2 inh: blocks human hydroxyacyl-CoA dehydrogenase type II. Q99714. recombinant HADH2, NADH fluorescence, beta-hydroxybutyryl-CoA. Potency, µM (series often up to 57.1 µM), for the others: top-dose activity change, negative = inhibition, hits mostly inhibitors. hit rate 3.4% among 73,000; also: potency is read from the fitted curve at half-maximal effect; % is scaled to controls: 0 for no effect and ±100 for the full control effect; nearly all actives have a fitted effect of over 60% in size; many of its hits are not listed in these tables
Target sequence (Q99714 whole entry, looked up, one chain of several): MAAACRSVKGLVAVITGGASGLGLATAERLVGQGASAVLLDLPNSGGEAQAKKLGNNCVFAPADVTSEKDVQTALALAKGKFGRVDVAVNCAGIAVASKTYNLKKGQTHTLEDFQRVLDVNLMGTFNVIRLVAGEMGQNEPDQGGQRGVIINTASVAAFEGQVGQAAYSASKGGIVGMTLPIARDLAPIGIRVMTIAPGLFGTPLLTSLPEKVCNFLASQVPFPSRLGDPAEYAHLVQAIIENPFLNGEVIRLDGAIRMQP
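Activity measured as NADH fluorescence gain (360/450 nm), taken as the change between first and last reads of a 4-min kinetic run. Conditions: pH 9.0 Tris buffer, 20 nM E. coli-expressed His-tagged enzyme, 1 mM NAD+, 90 uM beta-hydroxybutyryl-CoA; 15-min compound preincubation.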
HBB splice mod: alters splicing of the hemoglobin beta chain | HBB splicing reporter cell assay, activation; EGFP reporter with mutant IVS2-654 intron; response scale: normalised to 500 nM splice-correcting PNA | Potency, µM (top dose mostly 46.1 µM), inactives show at the highest dose activation, hits mostly activators | hit rate 0.06% among 65,000 | AID 925; also: potency is read from the fitted curve at half-maximal effect; 0% is about no effect
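Compounds were applied for 2 days to HeLa EGFP-654 cells, 500/well in Optimem with 2% FCS. The reporter's EGFP is disrupted by mis-splicing of beta-globin intron IVS2-654. Readout: summed well GFP fluorescence from 488 nm laser scanning; reference was 500 nM antisense […] 654 PNA.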
15-hLO inh: inhibitors of human 15-lipoxygenase (ALOX15). P16050. purified 15hLO-1, xylenol orange hydroperoxide absorbance. hit rate 1.4% among 74,000. Potency, µM (doses to about 57.1 µM), for inactives: top-dose activity change, negative = inhibition, usual class: inhibitors; also: potency is read from the fitted curve at half-maximal effect; % is scaled to controls: 0 for no effect and ±100 for the full control effect; nearly all actives have a fitted effect of over 55% in size
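Readout: Fe(III)-xylenol orange absorbance, 573-to-405 nm ratio as reaction progress. Enzyme 40 nM purified human 15hLO-1, substrate 50 uM arachidonic acid, 6 min RT after 15 min compound preincubation; Hepes pH 7.5 buffer with Triton X-100.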
CRE-bla Fsk: alters forskolin-stimulated CRE reporter signaling in CHO cells; CHO CRE-bla reporter (cAMP response element driving beta-lactamase), forskolin EC10, beta-lactamase ratio; Potency, µM (highest dose often 38.2 µM), without a hit: top-dose activity change, negative = inhibition, hits mostly activators; hit rate 2.5% among 71,000; AID 662; active = well fitted activation curve with a large enough effect in the signal ratio, with a control signal flat, not every such curve was filed as active; inconclusive = small, poorly fitted or top-dose-only effect, or effect the other way, or a change in a side signal; the % refers to the signal ratio; also: potency is read from the fitted curve at half-maximal effect; % of control where 0% means no effect
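The 460nm/530nm emission ratio after CCF4 loading defined %Activity, from which AC50 values were obtained. CRE-bla CHO cells received compound dilution series together with an EC10 level of NKH 477 for 3 hours at 37 degrees Celsius.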
BRCT PPI red: BRCT-phosphoprotein interaction inhibition (red fluorophore). Potency, µM (doses to about 76.9 µM), for inactives: at the top dose activity change, negative = inhibition, usual class: inhibitors. BRCT-phosphopeptide binding, red fluorescence polarization. AID 892. hit rate 0.03% among 75,000; also: % is scaled to controls: 0 for no effect and ±100 for the full control effect
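Rhodamine-labelled pBACH1 10-mer (100 nM) bound to BRCT domain (100 nM) at pH 7.3; compounds incubated 12 min room temperature, polarization read. Free peptide defines full inhibition; unlabelled decapeptide titrated as control.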
Pol III holo inh: blocks replication by bacterial DNA polymerase III holoenzyme; hit rate 0.25% among 71,000; reconstituted DNA polymerase III holoenzyme replication, biochemical; Potency, µM (doses to about 57.1 µM), for inactives: at the top dose activity change, negative = inhibition; also: potency is read from the fitted curve at half-maximal effect; % is scaled to controls: 0 for no effect and ±100 for the full control effect
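Reconstituted *E. coli* holoenzyme (0.35 nM Pol III, 1 nM beta, 154 nM SSB, 2 nM primase) was preincubated with compound for 15 min at RT. Synthesis on 1.4 nM ssM13Gori ran 35 min, then was stopped with PicoGreen/EDTA and read as dsDNA fluorescence.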
BRCT PPI green: inhibitors of human BRCA1 BRCT-phosphoprotein interaction (green fluorophore). P38398. BRCA1 BRCT-phosphopeptide binding, green fluorescence polarization. Potency, µM (series often up to 76.9 µM), without a hit: at the highest dose activity change, negative = inhibition, actives largely listed as inhibitors. hit rate 0.05% among 75,000. AID 875;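 also: potency is read from the fitted curve at half-maximal effect; plate controls were peptide without protein for full effect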
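Compounds were incubated for 12 min at room temperature with a complex of 100 nM fluorescein-tagged pBACH1 decapeptide and 250 nM His-tagged BRCT protein. Buffer was phosphate pH 7.3 with EDTA, DTT and Tween 20. Disruption of binding lowers the polarization signal.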
USP2a inhib: USP2a (human) protease inhibition; O75604; USP2a enzymatic assay, qHTS inhibition; Potency, µM (series often up to 38.3 µM), without a hit: at the top dose activity change, negative = inhibition, usual class: inhibitors; hit rate 0.1% among 60,000; AID 927;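 also: potency is read from the fitted curve at half-maximal effect; nearly all actives have a fitted effect of over 60% in size; plate controls were DMSO for no effect and NEM full inhibition control for full effect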
Target sequence (O75604 whole entry, looked up): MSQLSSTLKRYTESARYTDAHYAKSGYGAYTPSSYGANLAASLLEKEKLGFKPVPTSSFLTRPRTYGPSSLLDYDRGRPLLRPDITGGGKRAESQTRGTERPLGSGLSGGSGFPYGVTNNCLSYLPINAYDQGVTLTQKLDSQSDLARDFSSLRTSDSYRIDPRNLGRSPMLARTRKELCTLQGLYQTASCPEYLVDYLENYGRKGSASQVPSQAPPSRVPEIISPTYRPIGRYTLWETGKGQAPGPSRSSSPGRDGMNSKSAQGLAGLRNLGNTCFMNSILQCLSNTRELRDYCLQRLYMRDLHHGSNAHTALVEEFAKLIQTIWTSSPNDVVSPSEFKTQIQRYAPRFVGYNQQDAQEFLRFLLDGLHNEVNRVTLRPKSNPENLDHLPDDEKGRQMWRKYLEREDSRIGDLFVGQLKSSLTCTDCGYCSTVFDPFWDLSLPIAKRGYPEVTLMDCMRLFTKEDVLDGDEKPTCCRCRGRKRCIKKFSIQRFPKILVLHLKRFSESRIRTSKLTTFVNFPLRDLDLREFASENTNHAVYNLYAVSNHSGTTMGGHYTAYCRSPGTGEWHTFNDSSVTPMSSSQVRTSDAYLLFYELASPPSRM
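Coupled readout: USP2-cleaved Ub-PLA2 (20nM final) turns over NBD C6-HPC (20uM final), Ex 460nm/Em 535nm after 2.5 h, time-zero read flagging artifacts. Enzyme (20nM final, pH 8.0 Tris) given 30 min RT with compound first; NEM defines full inhibition.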
UbGFP stabilizer: ubiquitin-GFP accumulation via proteasome inhibition | AID 526 | Ubiquitin-GFP reporter cells, proteasome inhibition, GFP fluorescence; response scale: untreated = 0%, 10 µM MG-132 = 100% | 67,000 tested, under 10 active | Potency, µM (doses to about 45.9 µM), inactives show top-dose activation (GFP accumulation), hits mostly activators; active = well fitted activation curve with a large enough effect, not every such curve was filed as active; inconclusive = small, poorly fitted or top-dose-only effect, or another doubt; inactive = no such curve, though single readings can be large or run the other way; also: potency is read from the fitted curve at half-maximal effect
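U2OS cells expressing ubiquitin(G76V)-GFP, seeded overnight in 0.5% FBS medium, then treated 4 hr at 37 C across 46 uM to 2.9 nM. GFP-positive cells counted by laser cytometry (488 ex/515 em); %activity scaled between basal and 10 uM MG-132.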
Active calls of the source: *; [ ] = dose if it differs, or a comment. Unless noted, calls follow the shape of the dose curve; as a rule, active = well fitted curve in the direction sought with a large enough effect; inconclusive = small, poorly fitted or top-dose-only effect, or another doubt; inactive = no such curve, though single readings can be large; an effect the other way counts as inactive or inconclusive. An excerpt; the hit share may differ from the screen's.

What do the screens show for `O=C(Nc1cccc(Cl)c1)N1CCN(Cc2ccccc2)CC1`?
GFP derepression: 1%; Hsp90 Hop PPI: -1%; HADH2 inh: -6%; HBB splice mod: -1.1%; 15-hLO inh: -1%; CRE-bla Fsk: -10%; BRCT PPI red: 1.0%; Pol III holo inh: 5%; BRCT PPI green: -1.2%; UbGFP stabilizer: 13%

Results for Cc1ccc(-c2nnc(N3CCN(C(=O)c4ccco4)CC3)c3ccccc23)cc1 ?
GFP derepression: 4%; Hsp90 Hop PPI: -9%; HADH2 inh: 1%; HBB splice mod: -0.8%[57.5 µM]; 15-hLO inh: -22%; CRE-bla Fsk: -1%; BRCT PPI red: 0.8%; Pol III holo inh: -3%; BRCT PPI green: -3.7%; USP2a inhib: 20%; UbGFP stabilizer: -2%

Results for CC(CC(=O)O)CC1=NS(=O)(=O)c2ccccc2N1 (configuration not stated) ?
GFP derepression: 4%; Hsp90 Hop PPI: -3%; HADH2 inh: 11%; HBB splice mod: -1.0%; 15-hLO inh: 4%; CRE-bla Fsk: inconclusive; BRCT PPI red: 0.3%; Pol III holo inh: -3%; BRCT PPI green: 0.0%; USP2a inhib: -1%; UbGFP stabilizer: 0%

Results for Cc1cc(C)c2c(c1)-c1cc(C)nn1C(c1ccc3c(c1)OCO3)N2 (configuration not stated) ?
GFP derepression: -1%; Hsp90 Hop PPI: 19%; HADH2 inh: inconclusive; HBB splice mod: 2.2%; 15-hLO inh: -17%; CRE-bla Fsk: inconclusive; BRCT PPI red: 0.7%; Pol III holo inh: -2%; BRCT PPI green: 1.1%; USP2a inhib: 13%; UbGFP stabilizer: 1%

Results for CCN(CC(=O)NCc1cccs1)c1ccc(S(=O)(=O)N2CCOCC2)cn1 ?
GFP derepression: -1%; Hsp90 Hop PPI: -1%; HADH2 inh: -3%; HBB splice mod: -0.2%; 15-hLO inh: 3%; CRE-bla Fsk: -6%; BRCT PPI red: 2.4%; Pol III holo inh: 2%; BRCT PPI green: -1.4%; USP2a inhib: -4%; UbGFP stabilizer: -4%

What do the screens show for `O=C(O)CCc1ccc(-c2ccccc2)n1CC1CCCO1` (configuration not stated)?
GFP derepression: 3%; Hsp90 Hop PPI: -5%; HADH2 inh: -30%; HBB splice mod: 6.2%; 15-hLO inh: -21%; CRE-bla Fsk: -1%; BRCT PPI red: -1.0%; Pol III holo inh: -4%; BRCT PPI green: 1.5%; USP2a inhib: -4%; UbGFP stabilizer: -3%

What do the screens show for `O=C1C(Cl)=C(NCCCN2CCOCC2)C(=O)N1CCc1ccccc1`?
GFP derepression: 3%; Hsp90 Hop PPI: 0%; HADH2 inh: 1%; HBB splice mod: 4.6%; 15-hLO inh: -2%; CRE-bla Fsk: -11%; BRCT PPI red: -0.4%; Pol III holo inh: -3%; BRCT PPI green: -4.8%; USP2a inhib: -6%; UbGFP stabilizer: 2%

How did CC(C)NC(=O)NC(=O)COc1ncnc2sccc12 do in these assays?
GFP derepression: 1%; Hsp90 Hop PPI: 2%; HADH2 inh: 7%; HBB splice mod: 0.1%; 15-hLO inh: -6%; CRE-bla Fsk: -6%; BRCT PPI red: -0.1%; Pol III holo inh: -5%; BRCT PPI green: 0.4%; USP2a inhib: 0%; UbGFP stabilizer: 16%

How did O=C(COC(=O)CCc1ccc(S(=O)(=O)N2CCOCC2)cc1)Nc1ccc(Cl)cn1 do in these assays?
GFP derepression: -2%; Hsp90 Hop PPI: 0%; HADH2 inh: -6%; HBB splice mod: -0.1%[57.5 µM]; 15-hLO inh: -10%; CRE-bla Fsk: -8%; BRCT PPI red: 0.0%; Pol III holo inh: -5%; BRCT PPI green: 0.9%; USP2a inhib: 15%; UbGFP stabilizer: 2%

Results for COCCNC(=O)C(c1ccco1)N(C(=O)Cn1nnc2ccccc21)c1ccccc1C (configuration not stated) ?
GFP derepression: 0%; Hsp90 Hop PPI: -1%; HADH2 inh: -1%; HBB splice mod: -0.4%; 15-hLO inh: -12%; CRE-bla Fsk: 1%; BRCT PPI red: -1.1%; Pol III holo inh: -4%; BRCT PPI green: 0.6%; USP2a inhib: -3%; UbGFP stabilizer: -3%

Results for COC(C(C)/C=C/CC(=O)OCCCc1ccccc1)C1CCCCC1 (configuration not stated) ?
HADH2 inh: 2%[11.4 µM]; HBB splice mod: 1.4%[9.22 µM]; 15-hLO inh: 10%[11.4 µM]; BRCT PPI red: -0.4%[15.4 µM]; BRCT PPI green: -1.8%[15.4 µM]

Results for Clc1ccc(OCc2nc(-c3ccncc3)no2)c(Cl)c1 ?
GFP derepression: 0%; Hsp90 Hop PPI: inconclusive; HADH2 inh: 2%; HBB splice mod: 1.2%; 15-hLO inh: -1%; CRE-bla Fsk: 26%; BRCT PPI red: -0.7%; Pol III holo inh: 7%; BRCT PPI green: 0.2%; USP2a inhib: 11%; UbGFP stabilizer: 5%

Results for CN1/C(=C\C(=O)CN2C(=O)NC3(CCCCCC3)C2=O)C(C)(C)c2ccccc21 ?
GFP derepression: -1%; Hsp90 Hop PPI: -8%; HADH2 inh: -1%; HBB splice mod: -0.1%[57.5 µM]; 15-hLO inh: -10%; CRE-bla Fsk: -5%; BRCT PPI red: 0.1%; Pol III holo inh: -12%; BRCT PPI green: 1.0%; USP2a inhib: 14%; UbGFP stabilizer: -7%

How did CCCOc1ccc2ccccc2c1/C=N/n1c(C)nnc1-n1nc(C)cc1C do in these assays?
GFP derepression: -2%; Hsp90 Hop PPI: -12%[11 µM]; HADH2 inh: -9%[11.4 µM]; HBB splice mod: -2.4%[0.0738 µM]; 15-hLO inh: -7%[11.4 µM]; CRE-bla Fsk: inconclusive; BRCT PPI red: -0.2%; Pol III holo inh: -1%[11.4 µM]; BRCT PPI green: -0.5%; USP2a inhib: -3%[7.66 µM]; UbGFP stabilizer: 14%[9.17 µM]

How did N#Cc1ccsc1NC(=O)CSc1ncnc2ccccc12 do in these assays?
GFP derepression: -2%; Hsp90 Hop PPI: -7%; HADH2 inh: inconclusive; HBB splice mod: 0.3%; 15-hLO inh: -3%; CRE-bla Fsk: inconclusive; BRCT PPI red: 1.0%; Pol III holo inh: 0%; BRCT PPI green: 0.3%; USP2a inhib: 27%; UbGFP stabilizer: -4%

Results for Cc1ccc2[nH]c(=O)c(CN(CCc3ccccc3)C(c3nnnn3Cc3ccco3)C(C)C)cc2c1 (configuration not stated) ?
GFP derepression: inconclusive; Hsp90 Hop PPI: -15%; HADH2 inh: inconclusive; 15-hLO inh: inconclusive; CRE-bla Fsk: -16%; BRCT PPI red: -1.2%; Pol III holo inh: -4%; BRCT PPI green: 1.6%; USP2a inhib: 29%; UbGFP stabilizer: -5%

What do the screens show for `CCSc1nnc(Cn2c(=O)sc3ccccc32)n1C`?
Hsp90 Hop PPI: -5%[2.3 µM]; HADH2 inh: 5%; HBB splice mod: -1.0%; 15-hLO inh: -1%; CRE-bla Fsk: 2%; BRCT PPI red: -0.7%; Pol III holo inh: -1%; BRCT PPI green: -1.7%; UbGFP stabilizer: -9%

Results for COCCNC(=O)c1c(N)sc2c1CCCC2 ?
GFP derepression: 4%; Hsp90 Hop PPI: -9%; HADH2 inh: inconclusive; HBB splice mod: -2.6%; 15-hLO inh: inconclusive; CRE-bla Fsk: inconclusive; BRCT PPI red: -4.2%; Pol III holo inh: -6%; BRCT PPI green: 2.1%; USP2a inhib: 27%; UbGFP stabilizer: 0%

What do the screens show for `CCn1cc(C(=O)N2CCN(C(=O)c3ccco3)CC2)c2cc(OC)c(OC)cc2c1=O`?
GFP derepression: -1%; Hsp90 Hop PPI: 2%; HADH2 inh: 2%; HBB splice mod: 0.0%; 15-hLO inh: 0%; CRE-bla Fsk: 10µM*; BRCT PPI red: -0.9%; Pol III holo inh: -8%; BRCT PPI green: -1.5%; USP2a inhib: -1%; UbGFP stabilizer: -5%
